Screening results (PubChem)
HTR1A agonist = 5-HT1a (human) receptor agonism | CHO 5-HT1a Ga15 NFAT-bla reporter, FRET ratio; 0% basal, 100% maximal reference agonist | activation, % at 10 µM | 0.56% of 65,000 active;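 active = activation above the screen-wide mean activation plus 3 SD, cut at about 19% in these data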;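 also: 0% = DMSO wells and 100% = 5-CT at EC100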
Target sequence (P08908 whole entry, looked up): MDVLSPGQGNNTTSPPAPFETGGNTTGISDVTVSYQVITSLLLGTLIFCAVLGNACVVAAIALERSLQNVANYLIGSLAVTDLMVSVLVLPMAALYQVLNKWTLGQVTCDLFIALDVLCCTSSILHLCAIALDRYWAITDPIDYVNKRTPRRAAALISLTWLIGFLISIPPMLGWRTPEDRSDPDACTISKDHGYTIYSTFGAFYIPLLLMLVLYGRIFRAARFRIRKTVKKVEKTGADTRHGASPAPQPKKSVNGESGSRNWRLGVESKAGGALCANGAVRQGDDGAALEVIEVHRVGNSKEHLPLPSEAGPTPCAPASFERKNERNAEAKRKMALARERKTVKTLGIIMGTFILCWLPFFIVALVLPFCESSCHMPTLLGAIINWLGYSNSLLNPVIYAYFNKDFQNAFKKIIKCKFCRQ
5-HT1A blocker = 5-HT1a (human) receptor antagonism | P08908 | CHO 5-HT1a Ga15 NFAT-bla reporter, antagonist mode | inhibition, % at 10 µM | 0.68% of 62,000 active | AID 612;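 active = inhibition above the mean of all tested compounds plus 3 SD, cut at about 43% in these data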;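 also: receptor stimulated by 5-CT agonist at 100 nM near EC80; beta-lactamase reporter measured by ratiometric fluorescence of a cleavable substrate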
S1P1 ag-PAM = agonists and agonism potentiators of human S1P1 receptor; 0.57% of 56,000 active; S1P1 CRE-bla cells, forskolin, beta-lactamase FRET, potentiator mode; S1P1 agonist co-added at EC20, 2 nM; 100% = saturating reference agonist, 0% = basal; P21453; activation, % at 9.5 µM; AID 449;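 active = activation above a cutoff set at the mean activation of all tested compounds plus 3 SD, cut at about 54% in these data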;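 also: forskolin at 4 µM as EC80 and the EC20 agonist is SEW2871; 100% = SEW2871 at its EC100 plus forskolin at EC80; some compounds past the cut are filed as inactive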
Jurkat viability = cytotoxic compounds reducing Jurkat cell viability | Jurkat E6.1 viability, ATP luminescence, 48 h | inhibition, % at 4 µM | 1.2% of 56,000 active | AID 463;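 active = inhibition above the mean inhibition of all tested compounds plus 3 SD, cut at about 28% in these data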
D1 allo mod = D1 dopamine receptor (human) allosteric modulation. P21728. HEK293 D1, CRE-luciferase, dopamine EC30 potentiation; actives deviate in either direction. B-score at 10 µM. 5.9% of 58,000 active. AID 641;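 active = luminescence count or its row- and column-corrected plate score outside the 99.7% band of the plate's sample wells, on either side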
S1P3 ag = S1P3 (human) receptor agonism; Q99500; S1P3 NFAT-BLA reporter cells, FRET ratio; relative to 1 µM S1P, basal subtracted; activation, % at 4.5 µM; 0.1% of 60,000 active; AID 373;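 active = activation above the screen-wide mean plus 3 SD, cut at about 4.5% in these data, passing the limit was not always enough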; also: some compounds called inactive have numbers as strong as hits
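Material: Human S1P3 NFAT-BLA reporter CHO cells | Incubation: Overnight plating, 4 h compound 37 °C, 2 h substrate RT | Signal: FRET β-lactamase substrate fluorescence, excitation 405 nm, 460/535 nm emission ratio, background-subtracted | Compound: 4.5 µM final, single dose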
HEK293 NFkB inh = inhibitors of the PMA/ionomycin-induced NF-kB reporter in HEK293 cells; inhibition, % at 3 µM; AID 465; HEK-293 NF-kB luciferase reporter, luminescence; 0.21% of 62,000 active;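 active = inhibition above the mean of all tested compounds plus 3 SD, cut at about 40% in these data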;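 also: 0% = stimulated DMSO wells and 100% = 10 µM reference inhibitor 5653914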
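Signal: luciferase luminescence; Material: HEK-293 cells with stable firefly luciferase reporter driven by four HIV NF-kB elements; Probe or stimulus: PMA with ionomycin; Replication: tested once; Times: 1 h compound pretreatment, then 16 h stimulation at 37 °C, 5% CO2; Benchmarks: DMSO and 10 µM reference inhibitor; Evaluation: per-plate % inhibition versus controls.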
5HT1E antag = blocks the human 5-HT1E serotonin receptor; AID 571; CHO 5-HT1E Ga15 NFAT-bla reporter, FRET, antagonist; 0.99% of 65,000 active; P28566; inhibition, % at 6 µM;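 active = inhibition above a set limit, the mean inhibition across every tested compound plus 3 SD, cut at about 29% in these data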;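 also: signal is the 460 over 535 nm emission ratio of beta-lactamase substrate; 0% = agonist plus DMSO wells and 100% = wells without agonist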
Target sequence (P28566 whole entry, looked up): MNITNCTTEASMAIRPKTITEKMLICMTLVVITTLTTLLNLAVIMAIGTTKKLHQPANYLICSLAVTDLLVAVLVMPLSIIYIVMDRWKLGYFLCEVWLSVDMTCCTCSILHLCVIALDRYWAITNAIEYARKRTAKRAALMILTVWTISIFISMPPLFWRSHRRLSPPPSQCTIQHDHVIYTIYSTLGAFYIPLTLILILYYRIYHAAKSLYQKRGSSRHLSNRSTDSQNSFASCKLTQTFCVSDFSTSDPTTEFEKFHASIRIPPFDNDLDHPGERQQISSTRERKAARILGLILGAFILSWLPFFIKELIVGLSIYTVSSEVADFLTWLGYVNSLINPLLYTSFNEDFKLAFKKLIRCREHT
HTR1E agonist = agonists of human 5-HT1E serotonin receptor; P28566; CHO 5-HT1E Ga15 NFAT-bla reporter, FRET; 0% DMSO wells, 100% control agonist wells; activation, % at 6 µM; 0.69% of 65,000 active; AID 574;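 active = activation above a set limit, the screen-wide mean activation plus 3 SD, cut at about 8.5% in these data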;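 also: 100% = positive control agonist at 1 µM giving full maximal response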
The depositor's hits bear a star; . = no result given.

SMILES | HTR1A agonist | 5-HT1A blocker | S1P1 ag-PAM | Jurkat viability | D1 allo mod | S1P3 ag | HEK293 NFkB inh | 5HT1E antag | HTR1E agonist
CC(C)COC(=O)C1[C@H]2C(=O)N(Cc3cccs3)C[C@]23C=C[C@H]1O3 (stereo partly drawn) | 2.2 | 3 | 14 | 4 | 0.37 | -0.8 | 18 | 2 | 0.2
CC(C)CCNC(=O)CCNS(=O)(=O)c1ccc(Cl)cc1 | -1.6 | -2 | 12 | -2 | -0.13 | 0.1 | -3 | -1 | 0.3
CCOC(=O)c1c(CN2CCOCC2)n(-c2ccccc2)c2ccc(O)cc12 | 3.3 | -7 | -16 | 14 | 1.6 | -0.6 | 14 | 5 | 0.2
CCOc1ccc(C(=O)NCc2ccco2)cc1 | 2.6 | 32 | 4 | 3 | . | -0.5 | -1 | 10 | -2.2
CC1(C)CC(=O)C=C(Nc2ccc(Br)cn2)C1 | -1.8 | 3 | 5 | 3 | 1.2 | -0.7 | 7 | -4 | 0.7
CCCc1nnc(NC(=O)CCC(=O)Nc2ccc(F)cc2)s1 | -6.0 | -6 | 4 | -4 | . | -0.1 | 12 | -7 | 0.8
NCc1cccc(-n2cccn2)c1 | -4.1 | 1 | -9 | -5 | -0.44 | -0.1 | -1 | -11 | 0.0
O=C(c1cccnc1)N1CCN(S(=O)(=O)c2ccc(S(=O)(=O)N3CCCC3)cc2)CC1 | -1.3 | -20 | . | . | . | . | 18 | -10 | 0.2
COc1ccc(-c2noc(CCCC(=O)NCCc3ccccc3)n2)cc1OC | -1.8 | 8 | -13 | 3 | 0.59 | -0.9 | 13 | 1 | 1.8
O=C(O)CSCCn1cccn1 | -2.5 | 5 | 8 | 10 | 0.2 | -0.7 | 12 | 8 | -0.9
O=C(Nc1cccnc1)c1ccc(CN2CCc3ccccc3C2)cc1 | 0.5 | 0 | . | . | -2 | . | 13 | -15 | 0.3
COCCCNC(=O)CN(c1cccc(Cl)c1C)S(C)(=O)=O | -2.3 | 6 | -1 | -5 | -0.43 | -1.0 | 14 | -8 | -1.2
COC(=O)CN(c1nc(C)c(Br)c(OC)n1)S(=O)(=O)c1ccc(C)cc1 | 0.5 | . | 18 | . | . | -1.8 | . | 7 | -0.6
O=C(CCN1c2ccccc2Sc2ccccc21)OCc1nnc(-c2ccccc2)o1 | -1.8 | -8 | -16 | 1 | -0.16 | 0.0 | 15 | -8 | -0.6
O=C(CCc1nc(-c2ccccc2)no1)N1CCCC1 | -0.5 | 8 | -13 | -4 | 0.94 | -0.6 | 5 | -6 | -0.4
O=C(CSc1ncn[nH]1)NC1CC2CCC1C2 (stereo not drawn) | 2.5 | -2 | 0 | -2 | . | -0.5 | 1 | -4 | -0.5
COC(=O)C1C(=O)C2=C(CC1C)NC(=O)CC2c1cccc(C)c1 (stereo not drawn) | -1.2 | -1 | -21 | -1 | 0.021 | -1.7 | 5 | 3 | 0.0
COc1ccc(-n2c(N)c(C(=O)NCC3CCCO3)c3nc4ccccc4nc32)c(OC)c1 (stereo not drawn) | 14 | -5 | -29 | -3 | 0.53 | 1.4 | 6 | 3 | 4.1
CCn1cc(C(=O)NCc2cccnc2)c2cc(OC)c(OC)cc2c1=O | -0.1 | 10 | . | . | 1.5 | . | 9 | 5 | -0.9
O=C(CS(=O)(=O)Cc1ccccc1)N1CCc2ccccc2C1 | -2.4 | 5 | -2 | -2 | -0.054 | 0.0 | 1 | -7 | 0.0
N#CC1(c2nc3ccccc3[nH]2)CC1c1ccc2c(c1)OCO2 (stereo not drawn) | 0.2 | 1 | -10 | 12 | -0.93 | -1.2 | 14 | 2 | 0.4
O=C(c1cc2c(s1)CCCC2)N1CCN(C(=O)C2CCCO2)CC1 (stereo not drawn) | 0.0 | -12 | -12 | 1 | -0.39 | -0.5 | 0 | -8 | -0.4
c1ccc(CN2CCN(c3nc(-c4ccccn4)nc4ccccc34)CC2)cc1 | 5.3 | . | -36 | . | -2.1 | 12 | . | 20 | 1.4
Cn1nnnc1SCC(=O)c1cccs1 | -0.7 | 13 | . | . | -0.47 | . | 12 | 25 | -5.5
Cc1cnc(C)c(N2CCC(C(=O)NCc3cccs3)CC2)n1 | -4.5 | -6 | 2 | -7 | 1.1 | -0.2 | 4 | 2 | 0.3
CCc1ccccc1OCC(=O)Nc1ccc(S(N)(=O)=O)cc1 | -0.2 | 3 | . | 4 | -0.68 | -1.2 | 1 | 18 | -2.1
N#Cc1nc(-c2ccco2)oc1N1CCN(Cc2ccccc2)CC1 | -0.5 | -6 | -3 | 7 | 0.57 | -1.0 | 19 | 15 | 0.3
COc1ccc(CC(=O)Nc2ccc(S(=O)(=O)NCC3CCCO3)cc2)cc1 (stereo not drawn) | -1.7 | -3 | -3 | 18 | -0.87 | -1.6 | 12 | -4 | 1.0
O=C(NCc1ccco1)c1nc2nc(-c3cccs3)cc(C(F)(F)F)n2n1 | 0.9 | 0 | -34 | -2 | . | 0.3 | 10 | 10 | -0.4
O=C(NCc1ccc(F)cc1)c1cc(-c2ccco2)on1 | -1.4 | 2 | 1 | -6 | 1.2 | 0.0 | -3 | -4 | -1.6
CN(C)C(=O)N1CCC(C(=O)NCc2ccccc2)CC1 | -5.4 | 1 | -3 | -5 | 2.4 | -0.5 | 15 | -4 | -0.6
COc1cccc(N2CCN(C(=O)c3ccc4nc(N5CCCCC5)sc4c3)CC2)c1 | 1.5 | 2 | -20 | 2 | . | 0.2 | -28 | 2 | 0.5
Cc1oc(/N=C/c2c(O)ccc3ccccc23)c(C#N)c1C | 0.1 | -2 | -22 | 6 | -0.6 | -2.3 | 5 | -2 | 0.1
CCn1c(SCC(=O)Nc2cc(C)c(Cl)cc2OC)nnc1-c1ccco1 | 2.1 | 0 | . | -4 | 1.3 | -1.3 | 8 | 6 | -1.1
Cc1cccc(-n2nnc(C(=O)Nc3ccc(F)cc3)c2N)c1 | -2.5 | 0 | 22 | 1 | -0.054 | -1.1 | -16 | 15 | -0.1
Oc1ccc(N=Cc2ccc(-c3cccs3)s2)cc1 | -2.2 | -2 | -24 | 10 | -1.3 | -1.6 | 30 | 4 | 0.1
O=C(Nc1ccccc1)N1CCCCC1c1cccnc1 (stereo not drawn) | -2.2 | 7 | -8 | -11 | 0.0089 | 0.5 | 7 | -1 | -0.2
Cc1ccc(S(=O)(=O)NCCC(=O)Nc2ccc3c(c2)OCO3)cc1 | -3.4 | 2 | -20 | 1 | -0.16 | -0.3 | 8 | -6 | -0.7
Cc1ccc2c(COn3nnc4ccc(S(=O)(=O)N(C)C)cc43)cc(=O)oc2c1C | -3.5 | -6 | -246 | 5 | 0.55 | -0.2 | 14 | 4 | 0.5
COc1ccc(OC)c(CN2C(=O)c3ccccc3C2C(=O)NCc2cccnc2)c1 (stereo not drawn) | -1.9 | -2 | -10 | -5 | . | 0.4 | 10 | -4 | 0.4
Cc1csc2nc(CCNS(=O)(=O)c3cccs3)cn12 | -4.2 | -9 | 2 | -1 | 0.055 | -0.8 | -12 | -5 | 0.3
CCOc1ccccc1N(CC(=O)NC1CCCCC1)C(=O)CCCC(=O)Nc1ccccn1 | -0.8 | 2 | -13 | -6 | -0.43 | 0.1 | 9 | -4 | -0.6
CC(C)CCn1c(CN2CCOCC2)nc2c1c(=O)n(C)c(=O)n2C | -0.1 | 4 | 16 | -6 | -0.79 | 0.3 | 2 | 15 | 1.1
O=C(Nc1nc(-c2cccnc2)cs1)c1ccc(S(=O)(=O)N2CCOCC2)cc1 | -3.3 | -8 | -12 | 3 | -0.27 | 0.3 | 10 | -4 | 1.1
Cn1c(CN2CCC(C(N)=O)CC2)c(C#N)c2ccccc21 | -2.1 | 7 | . | . | -0.77 | . | 12 | 2 | 1.0
Cc1cc2ccccc2n1CCNC(=O)C(C)(C)C | -0.4 | -4 | -13 | -1 | -0.49 | -1.0 | 19 | -1 | 0.5
Cc1ccc(-n2c3c(cc(C(=O)NCc4ccco4)c2=O)C(=O)CC(C)(C)C3)cc1 | 0.4 | -6 | . | -2 | 0.33 | -0.2 | 18 | -3 | 0.7
COc1ccc(S(=O)(=O)Cc2ccc(C(=O)NCCCN(C)c3ccccc3)o2)cc1 | -0.1 | -11 | -1 | -3 | -1.2 | 0.0 | 14 | 0 | -0.4
CCOC(=O)COc1ccc2c(c1)C(=O)CC(C)(c1cccnc1)O2 (stereo not drawn) | -2.4 | -13 | . | . | 0.69 | . | -2 | 10 | -0.6
CC(=O)Nc1ccccc1NC(=O)C(F)(F)F | -1.4 | -4 | -18 | 6 | 0.22 | -0.3 | 13 | -4 | -0.1
CCOc1ccccc1NC(=O)Cn1nnc(-c2ccc(OCC)c(OCC)c2)n1 | 0.4 | -12 | -11 | -10 | 29* | -1.0 | -1 | -5 | 1.1
O=C(NCc1ccco1)C1CCCN(S(=O)(=O)c2cnc[nH]2)C1 (stereo not drawn) | -2.8 | -8 | -19 | 0 | 0.35 | -0.1 | 8 | 4 | 0.6
COc1ccc(-c2nnnn2C)cc1S(=O)(=O)NCCc1ccccc1 | -0.8 | -1 | -17 | -3 | . | -0.3 | 18 | -12 | -0.4
Cn1c(=O)[nH]c(=O)c2c1nc(N1CCCC1)n2CCCSc1nc2ccccc2o1 | 1.9 | -5 | . | . | 5.3* | . | 19 | 14 | 0.6
COc1ccc(-c2cc(N3CCCC3)n3ncnc3n2)cc1 | -0.9 | 8 | . | . | 1.4 | . | 17 | 3 | 0.3
CCCCCC(C)n1[nH]c(=O)c2c(C)cc(C)nc21 (stereo not drawn) | 2.5 | -3 | -2 | -1 | 1.7 | 0.0 | 2 | 5 | 0.1
Cc1noc(C(=O)Nc2ccccc2C(F)(F)F)c1Cl | -0.9 | -4 | -4 | 2 | -0.41 | 0.8 | 11 | -1 | 0.1
Cc1ccc(OCCCCn2ccnc2)c(Cl)c1 | 0.3 | -4 | -11 | -6 | 0.23 | 0.4 | -16 | -14 | -0.4
O=C(c1ccc(N2CCOCC2)cc1)c1cccs1 | -1.5 | 2 | -12 | -2 | . | 0.8 | -53 | -12 | -1.5
CCOC(=O)c1cc(OC(=O)c2cccnc2)n(-c2ccccc2)n1 | -1.5 | 9 | 8 | -2 | 0.72 | -0.9 | -1 | 7 | 0.1
O=C(c1cnccn1)N1CCc2ccccc21 | -4.6 | 14 | 24 | 5 | -0.026 | 0.0 | -1 | 11 | -1.2

Arranged by SMILES length (smallest number first): part of the list above
SMILES | HTR1A agonist | 5-HT1A blocker | S1P1 ag-PAM | Jurkat viability | D1 allo mod | S1P3 ag | HEK293 NFkB inh | 5HT1E antag | HTR1E agonist
COc1ccc(-c2nnnn2C)cc1S(=O)(=O)NCCc1ccccc1 | -0.8 | -1 | -17 | -3 | . | -0.3 | 18 | -12 | -0.4
COC(=O)CN(c1nc(C)c(Br)c(OC)n1)S(=O)(=O)c1ccc(C)cc1 | 0.5 | . | 18 | . | . | -1.8 | . | 7 | -0.6
Cc1ccc2c(COn3nnc4ccc(S(=O)(=O)N(C)C)cc43)cc(=O)oc2c1C | -3.5 | -6 | -246 | 5 | 0.55 | -0.2 | 14 | 4 | 0.5
